PglD DTNB – PglD (C. jejuni) enzyme inhibition | purified PglD enzyme, DTNB colorimetric CoA detection | inhibition, % at 12.5 µM | hit rate 0.098% among 360,000 | AID 602405; in the data active = inhibition above about 16%, passing the limit was not always enough; inconclusive = no clear call, values can overlap the other calls; also: strong numbers were not always called active
C2C12 statin – suppressors of simvastatin-induced myotoxicity in C2C12 myotubes | ATP luminescence, 48 h; scaled: DMSO 0, geranylgeraniol control 100 | rescue of ATP level, % at 7.49 µM | AID 602340 | hit rate 0.78% among 330,000;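 active = mean ATP rescue above about 67%, or every replicate alone reaching that limit, limit read from the data, passing the limit was not always enough; inconclusive = no clear call, values can overlap the other calls; inactive = mean under the limit and some replicate under it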;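 also: myotubes were challenged with 10 µM simvastatin during compound exposure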
SIRT5 inh – blocks human SIRT5 desuccinylation of peptide. Purified SirT5, succinyl-peptide AMC, trypsin-coupled fluorescence. inhibition, % at 15 µM. hit rate 1.1% among 330,000. Q9NXA8. AID 652115; in the data active = inhibition above about 15%; inconclusive = no clear call, values can overlap the other calls
S100A4 MyoIIA – S100A4-myosin IIA interaction inhibition; AID 652163; inhibition, % at 10.7 µM; hit rate 0.14% among 360,000; S100A4/TAMRA-MyoIIA peptide fluorescence polarization; P26447;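 active = mean inhibition of at least 70% across replicates, with every replicate also reaching that level; inconclusive = mean inhibition reaches 70% but some replicates fall short; inactive = mean inhibition below 70%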
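System – human S100A4 monomer protein, biochemical binding assay · Buffer or medium – Calcium-containing HEPES buffer, pH 7.2 · Timing – 5 min between mix addition and reading · Also added – TAMRA-labelled myosin IIA heavy-chain peptide probe, 5 nM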
DENV2 CPE – protects cells from dengue virus 2 cytopathic effect. DENV2-infected cells, cytopathic effect rescue, plate reader. hit rate 1.7% among 350,000. CPE inhibition, % at 9.99 µM; in the data active = CPE inhibition above about 20%, passing the limit was not always enough; inconclusive = no clear call, values can overlap the other calls; tested in BHK-21 cells;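 also: 0% = median of neutral control wells and 100% = median of positive control wells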
E-sel inducer – E-selectin induction on HUVECs; hit rate 0.37% among 260,000; activation, % at 7.58 µM; HUVEC E-selectin immunofluorescence imaging; normalized: neutral wells 0, TNF-alpha wells 100; AID 686992;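 active = mean E-selectin-positive cell signal at least 10% of the positive control, reached in at least 60% of replicates, without over 20% cell loss; inconclusive = no rule given, readout overlaps actives, possibly toxicity-flagged; inactive = the rest, including those meeting only one limit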;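 also: in these data hits start at about 27%; measured in HUVEC primary endothelial cells; signal is the percent of cells scored E-selectin positive by PE staining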
Target sequence (P16581 whole entry, looked up): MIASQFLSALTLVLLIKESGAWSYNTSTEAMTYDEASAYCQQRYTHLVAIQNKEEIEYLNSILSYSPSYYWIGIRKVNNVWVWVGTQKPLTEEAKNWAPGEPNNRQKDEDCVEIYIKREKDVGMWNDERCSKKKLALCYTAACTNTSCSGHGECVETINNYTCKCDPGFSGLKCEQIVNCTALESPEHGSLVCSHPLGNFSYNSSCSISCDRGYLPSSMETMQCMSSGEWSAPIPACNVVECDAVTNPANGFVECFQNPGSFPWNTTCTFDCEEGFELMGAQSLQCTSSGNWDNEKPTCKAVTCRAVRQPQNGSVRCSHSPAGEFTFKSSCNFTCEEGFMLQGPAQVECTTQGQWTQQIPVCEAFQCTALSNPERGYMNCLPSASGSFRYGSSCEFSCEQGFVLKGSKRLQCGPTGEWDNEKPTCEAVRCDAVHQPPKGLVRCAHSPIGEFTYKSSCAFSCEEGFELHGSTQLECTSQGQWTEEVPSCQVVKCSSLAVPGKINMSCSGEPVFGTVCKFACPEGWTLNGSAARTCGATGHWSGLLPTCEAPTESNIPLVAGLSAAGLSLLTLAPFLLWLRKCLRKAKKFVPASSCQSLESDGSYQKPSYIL
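Test system – human umbilical vein endothelial cells (HUVEC), E-selectin induction · Input – 3,000 HUVEC seeded per well · Buffer or medium – EGM-2, gelatin · Compound dosing – single-point compound dose · Detection – immunofluorescence imaging · Measure – percent E-selectin-positive cells · Controls – TNF-alpha high, DMSO low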
ERp5 inh – ERp5 (human) disulfide isomerase inhibition; Q15084; ERp5 insulin aggregation, absorbance 650 nm, 90 min; inhibition, % at 9.99 µM; hit rate 0.05% among 350,000;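 active = mean replicate inhibition above about 25%, with every replicate also reaching it, limit read from the data, passing the limit was not always enough; inconclusive = only one of those two criteria met; inactive = neither criterion met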
Target sequence (Q15084 whole entry, looked up): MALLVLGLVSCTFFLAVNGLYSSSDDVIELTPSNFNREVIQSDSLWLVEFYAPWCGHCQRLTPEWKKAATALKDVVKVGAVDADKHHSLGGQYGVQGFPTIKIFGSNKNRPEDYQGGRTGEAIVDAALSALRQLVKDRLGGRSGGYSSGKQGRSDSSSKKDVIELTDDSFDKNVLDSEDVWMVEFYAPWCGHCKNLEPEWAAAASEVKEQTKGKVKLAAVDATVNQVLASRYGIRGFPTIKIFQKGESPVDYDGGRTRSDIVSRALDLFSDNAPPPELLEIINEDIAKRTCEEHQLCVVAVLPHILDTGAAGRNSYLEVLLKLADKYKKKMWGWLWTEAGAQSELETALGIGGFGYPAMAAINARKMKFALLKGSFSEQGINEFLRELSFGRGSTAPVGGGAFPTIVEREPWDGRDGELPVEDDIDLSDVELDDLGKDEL
Numbers without * were called inactive; u = inconclusive; x = not tested or not shown; & = joins results of further samples. A portion of the library; the hit share may differ from the screen's.

SMILES	S100A4 MyoIIA	C2C12 statin	E-sel inducer	PglD DTNB	SIRT5 inh	ERp5 inh	DENV2 CPE
CC=Cc1ccc2n(c1=O)C[C@@H]1[C@@H](CO)[C@H](C(=O)Nc3nccs3)N(Cc3cc(F)ccc3F)[C@H]21 (mixture of isomers)	-6	-18	0.1	-1	4	-2	12
O=C(C[C@@H]1CC[C@@H]2[C@H](COC[C@@H](O)CN2C(=O)Nc2ccccc2)O1)NCCCN1CCOCC1	12	-7	0.0	-1	7	3	-5
Cc1ccc(N2C(=O)Nc3ccccc3S2(=O)=O)cc1Cl	7	-9	-0.2	-1	-1	0	-8
CC(c1ccccc1)c1nnc(NC(=O)Nc2ccccc2F)s1 (configuration not stated)	-3	2	0.1	3	-1	1	-7
COc1cc(OC)c2c(-c3cccc(-c4ccc(OC)c(OC)c4)c3)cc(=O)oc2c1	-6	-41	1.1	0	1	-1	-1
O=C(Nc1ccncc1)c1ccc(-c2ccccc2)cc1	4	x	x	x	2	3	-6
CCCCc1nc2cc(C(=O)N3CCCCC3CCO)ccc2o1 (configuration not stated)	3	-6	0.1	2	0	6	7
COc1ccccc1CN1CC(C(=O)NCc2ccc(C)c(F)c2)CCC1=O (configuration not stated)	3	14	3.2	-2	3	-5	-6
Nc1nc2c(Cl)ccc(Cl)c2s1	-6	x	4.6	x	0	0	-1
CN(C)/C=C(/C(=O)c1ccccc1Cl)S(C)(=O)=O	1	x	-0.2	x	-2	2	2
OC[C@@H]1[C@@H](c2ccc(Cl)cc2)C(c2ccccc2)=NN1c1ccccc1	-5	17	0.5	-4	0	1	-9
COc1cc(NC2c3ncccc3C(=O)N2Cc2ccco2)cc(OC)c1OC (configuration not stated)	-5	x	x	x	-1	-3	1
O=C(Nc1nccs1)[C@@H]1[C@@H](CO)[C@@H]2Cn3c(cccc3=O)[C@@H]2N1C(=O)C1CC1	-38	-3	0.1	-1	-2	1	-9
CCOC(=O)N1CCC(NS(=O)(=O)c2ccccc2)CC1	-2	x	x	x	1	3	1
CO[C@H]1CN(C)C(=O)c2cc(NC(=O)C3CC3)ccc2OC[C@@H](C)N(C(=O)c2ccccc2)C[C@@H]1C	5	4	0.4	1	10	-3	14
O=C(C[C@@H]1CC[C@@H]2NC[C@H](O)COC[C@H]2O1)NCc1ccc(Oc2ccccc2)cc1	0	4	0.3	-2	3	0	-3
N#CC1(NC(=O)COC(=O)CNC(=O)c2sc3ccccc3c2Cl)CCCCC1	-1	-7	-0.4	1	1	10	-1
COc1ccc([C@H]2CC(=O)C=C(c3ccc4c(c3)OCCO4)C2)cc1	2	5	0.0	2	-1	8	-2
CC1CCCN(S(=O)(=O)c2ccc(C(=O)Nc3nnc(C4CC4)o3)cc2)C1 (configuration not stated)	17	2	-0.4	0	-1	1	3
C#Cc1ccc([C@H]2C=C(C(=O)NCc3nc4ccccc4[nH]3)O[C@@H](OCCCCO)C2)cc1	-6	x	x	-16	3	-3	-4
COCC(=O)N(Cc1cc2ccc(C)cc2[nH]c1=O)c1cccc(C)c1	2	18	x	0	-1	-4	-4
Cc1nc2c(-c3ccc(F)cc3)c(C)nn2c(C)c1CCC(=O)NC(C)CCc1ccco1 (configuration not stated)	-22	-4	-0.1	2	0	0	13
COc1ccc(CN2CCCCC2C(=O)Nc2ccc(OC)c(OC)c2)cc1OC (configuration not stated)	-9	33	x	5	-2	-2	1
CCOC(=O)C(=N/O)/C(C)=N/NC(C)=O	-4	1	x	3	-4	0	2
Cc1noc(C)c1COc1cccc(C(=O)Nc2ccc(Br)cc2F)c1	-3	-14	x	-5	-8	-16	0
C/C=C/c1ccc2c(c1)O[C@H](CN(C)C(=O)NC1CCCCC1)[C@@H](C)CN([C@@H](C)CO)S2(=O)=O	2	-44	0.8	1	6	3	6
NS(=O)(=O)c1ccc(CCNC(=O)c2cc3ccccc3s2)cc1	-3	-8	0.0	3	4	0	0
O=C(C1CCC(Cn2c(=S)[nH]c3ccccc3c2=O)CC1)N1CCN(c2ccccn2)CC1 (configuration not stated)	3	-37	0.1	4	-1	0	-6
COc1cccc(S(=O)(=O)Nc2ccc3c(c2)C(=O)N(C)C[C@H](OC)[C@H](C)CN(C(=O)Cc2cccnc2)[C@H](C)CO3)c1	6	8	-0.1	1	x	-2	5
COc1ccc(-c2noc(CCCC(=O)NC3CCCC3)n2)cc1OC	-33	4	x	0	7	-2	-1
Cc1noc(C)c1S(=O)(=O)N(C)C[C@H]1OCCCC[C@H](C)Oc2ccc(NS(=O)(=O)c3ccc(Cl)cc3)cc2C(=O)N([C@@H](C)CO)C[C@@H]1C	-11	x	-0.3	-2	-5	8	14
O=S(=O)(Nc1ccc(-c2ccc3nncn3n2)cc1)c1cccs1	4	x	x	x	-4	1	-3
CO[C@@H]1CN(C)C(=O)c2cc(NC(=O)Nc3cc(F)ccc3F)ccc2OC[C@@H](C)NC[C@H]1C	-10	-21	0.3	-2	1	-2	11
CCO[C@H]1OC(C(=O)NCc2ccccc2)=C[C@@H](c2ccc(Br)cc2)[C@@H]1CCCO	-9	-4	0.0	-6	-2	-2	-11
O=C(c1ccc(NC(=O)C2(c3ccccc3)CCCC2)cc1)N1CCOCC1	21	x	x	1	8	-2	-3
O=C(CCc1ccccc1)Nc1ccccc1OC(=O)c1ccccc1	-2	-4	0.0	5	1	1	-5
O=C(C1=C[C@H](C2CCCCC2)C[C@H](OCCCCO)O1)N1CCOCC1	0&3	7	-0.2	0	4	-8&3	-18&-1
O=C(O)Cc1ccc(NC(=O)Nc2cccc3ccccc23)cc1	-3	x	0.0	2	3	6	-4
Cc1ccc(S(=O)(=O)NCc2ccncc2)cc1C	-5	-8	-1.2	x	-2	3	-1
COc1ccc(CNC(=O)CN(C(=O)c2csnn2)c2ccc(F)cc2)cc1	-2	3	x	8	-2	0	-4
CC(C)NC(=O)Nc1ccc2c(c1)C(=O)N([C@H](C)CO)C[C@@H](C)[C@@H](CN(C)Cc1ccncc1)O2	-12	3	x	8	-3	-5	3
O=C(NCCN1C(=O)S/C(=C\c2ccc(OC(F)F)cc2)C1=O)[C@@H]1CCCN1C(=O)c1cccs1	32	x	4.3	x	2	-1	x
CNC[C@@H]1OCCCC[C@H](C)Oc2ccc(NS(=O)(=O)c3ccc(C)cc3)cc2C(=O)N([C@@H](C)CO)C[C@H]1C	11	10	-0.1	-2	10	-4	-3
N#C[C@H]1[C@@H](c2ccc(-c3ccc(F)cc3)cc2)[C@@H](CO)N1C(=O)Cc1ccccc1	0	-3	-0.4	-5	9	-4	-6
CCOC(=O)c1c(C)c(C(=O)NCCc2ccccc2)c(C)n1C	2	-5	-1.6	x	0	3	-6
Cc1ccc(S(=O)(=O)N2C[C@H](O)COC[C@H]3O[C@@H](CC(=O)N4CCc5ccccc5C4)CC[C@@H]32)cc1	23	29	-0.1	1	8	-4	u
CC12C=CC3(O1)C(C(=O)N(c1ccccc1)C3C(=O)NC1CCCC1)C2C(N)=O (configuration not stated)	x	-10	-1.0	1	x	x	x
CC(=O)NC(=S)NNC(=O)C(c1ccccc1)c1ccccc1	-1	x	x	x	-2	-3	9
COc1ccc(/C=C2\C(=O)ON=C2c2cccc([N+](=O)[O-])c2)cc1	5	x	x	x	-3	4	4
CC1CCCCC1NC(=O)CCC(=O)N1CCOc2ccc(Cl)cc21 (configuration not stated)	-3	-19	0.2	-2	-1	2	-1
C[C@@H]1CN([C@@H](C)CO)C(=O)c2ccccc2-c2ccccc2CO[C@@H]1CN(C)C(=O)C1CC1	-7	-28	0.0	-1	0	2	0
CNC(=O)C[C@H]1CC[C@@H]2[C@H](COc3ccc(NC(=O)Nc4ccc(C)cc4)cc3C(=O)N2C)O1	1	2	0.1	-4	0	-4	4
O=C(NCCCO)/C(=C\c1cn(-c2ccccc2)nc1-c1cccnc1)NC(=O)c1ccccc1	-2	x	-0.3	x	-3	-16	1
COc1ccc(NC(=O)Nc2ccc(Br)c(C)c2)cc1	-3	x	6.7	-1	-1	3	-7
Cc1cccc(NC(=O)CN2C(=O)S/C(=C\c3cc(C)n(C)c3C)C2=O)c1	-6	x	1.5	-6	-2	1	x
O=C(/C=C/c1cccc(Cl)c1)NCc1ccncc1	-2	x	0.1	0	0	-7	-1
C[C@@H]1CN([C@@H](C)CO)C(=O)Cc2cc(NS(=O)(=O)c3cn(C)cn3)ccc2O[C@@H]1CN(C)S(=O)(=O)c1ccc(Cl)cc1	17	-2	0.0	1	3	-8	x
O=C(c1cn(Cc2ccccc2)nc1-c1cccnc1)N1CCc2ccccc2C1	-6	18	0.8	-1	-2	-2	-4
O=C(CSc1nncn1-c1ccccc1)Nc1ccccc1F	-9	12	-0.1	x	-4	3	-1
O=C(COn1nnc2ccc(Cl)cc21)Nc1ccc(F)cc1	2	18	x	2	-1	9	-6

One compound at a time, from the list above. Screens in order: S100A4 MyoIIA	C2C12 statin	E-sel inducer	PglD DTNB	SIRT5 inh	ERp5 inh	DENV2 CPE
`O=C(CSc1nncn1-c1ccccc1)Nc1ccccc1F` is listed with -9	12	-0.1	x	-4	3	-1
`O=C(NCCN1C(=O)S/C(=C\c2ccc(OC(F)F)cc2)C1=O)[C@@H]1CCCN1C(=O)c1cccs1` is listed with 32	x	4.3	x	2	-1	x

Looked up above.
CC1CCCCC1NC(=O)CCC(=O)N1CCOc2ccc(Cl)cc21 (configuration not stated) @ ERp5 inh: 2
O=C(COn1nnc2ccc(Cl)cc21)Nc1ccc(F)cc1 @ DENV2 CPE: -6

The results go on:
SMILES	S100A4 MyoIIA	C2C12 statin	E-sel inducer	PglD DTNB	SIRT5 inh	ERp5 inh	DENV2 CPE
COCCn1c(=S)[nH]c2cc(C(=O)N3CC(C)CC(C)C3)ccc2c1=O (configuration not stated)	-3	25	-0.6	-1	-2	-10	-4
C[C@@H](O)C#Cc1ccc([C@@H]2[C@H]3CN(C(=O)c4ccc5c(c4)OCO5)CCCCN3[C@H]2CO)cc1	4	-4	-0.3	-3	-2	1	2
O=C(CCN1CCCCC1)N[C@@H]1CC[C@H](CCNC(=O)c2cc(Cl)cc(Cl)c2)O[C@H]1CO	4	6	0.1	3	0	10	0
CCN(CC)c1ccc(NC(=O)CSC(=O)c2ccccc2)cc1	-2	2	x	0	-4	-1	7
N=c1c2c(n(Cc3ccc([N+](=O)[O-])cc3)c3c1CCC3)CCCC2	1	x	3.3	x	-1	-11	19
CN(C(=O)c1ccc(NC(=O)Cc2cccc(NC(=O)C3CCN(C(=O)c4ccccc4)CC3)c2)cc1)C1CC1	0	8	1.1	0	1	-1	0
O=C1NC[C@@H](CCCCN2CCN(CCc3ccccc3)C(=O)C2=O)N(CC2CCCCC2)C1=O	-1	x	-0.1	x	-3	7	10
CCCN(CC(=O)Nc1ccc(F)c(F)c1F)C(=O)Cn1c(=O)cnc2ccccc21	1	x	x	x	1	1	1
Cc1cc(NC(=O)c2cn(C3CCCCC3)c(=O)c3c2c2ccccc2n3C)no1	-25	-19	0.7	-7	-2	-4	-4
FC(F)(F)Oc1ccc(NC(=S)Nc2ccccc2N2CCOCC2)cc1	4	-10	0.0	2	-1	0	-9
COc1ccc(S(=O)(=O)N(C)C[C@H]2OCCCC[C@H](C)Oc3ccc(NS(=O)(=O)c4ccccc4)cc3C(=O)N([C@H](C)CO)C[C@@H]2C)cc1	-7	x	x	-3	10	-2	2
CC1(C)CC2CC(C)(CN2C(=O)c2cc(-c3ccc(O)cc3)on2)C1 (configuration not stated)	-4	12	0.1	-5	1	2	12
COc1ccc(N2CC(C(=O)N3CCC(c4nc5ccccc5[nH]4)CC3)CC2=O)cc1 (configuration not stated)	-4	x	x	x	-3	1	10

Screening results (PubChem)
